Assay outcomes (PubChem BioAssay)
Granule exo inh = lytic granule exocytosis inhibition; TALL-104 LAMP-1 surface exposure, flow cytometry; cells stimulated with thapsigargin and PMA; 0.66% of 360,000 active; inhibition, % at 10 µM;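 active = inhibition above about 55%, limit read from the data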
HIF-2a inh = HIF-2a inhibition. 786-0 RCC cells HIF-2a reporter, luciferase luminescence, overnight. inhibition, % at 18.8 µM. 0.72% of 360,000 active. AID 624352;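 active = inhibition of the luminescence signal of 40% or more relative to plate controls, in a single-dose primary screen at 18.75 µM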
Peg3 prom inh = inhibitors of Peg3 promoter | HeLa PEG-Prom luciferase reporter, luminescence, overnight | inhibition, % at 20 µM | 1.7% of 360,000 active | AID 588405;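 active = inhibition of at least 50% at 20 µM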
aDG glyco up = alpha-DG glycosylation activation; Pro5-aDG cells, alpha-DG glycosylation AlphaScreen (IIH6); 0% Pro5, 100% B10-LARGE cell signal; activation, % at 10 µM; 0.22% of 360,000 active;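 active = activation of at least 8% versus controls, or a plate z-score of at least 8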;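 also: Pro5 are CHO cells carrying HIG-tagged alpha-DG that lacks glycosylation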
TRPM1 prom inh = reduces MITF-dependent TRPM1 promoter luciferase signal. inhibition, % at 12.5 µM. AID 488899. SK-MEL-5 TRPM1 promoter luciferase, 24 h. 0.83% of 330,000 active;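 active = mean inhibition across replicates of 60% or more, whatever share of single replicates reaches that level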; also: values of inactives mirror those of a sister screen read the other way
Vif inh = HIV Vif inhibition. inhibition, % at 7.49 µM. HEK293T cells, Vif self-association by quenched fluorescence, imaging, 24 h. 0.35% of 340,000 active; in the data active = inhibition above about 50%, passing the limit was not always enough; also: some results filed as inactive read as strong as hits
PDI turbidity = PDI (human) enzyme inhibition; inhibition, % at 10 µM; 0.052% of 350,000 active; P07237; PDI insulin aggregation turbidity, A650, 90 min; AID 588391;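 active = mean inhibition across replicates of 30% or more, whatever share of single replicates reach that level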;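 also: absorbance from insulin aggregation driven by PDI reduction with DTT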
Target sequence (P07237 whole entry, looked up): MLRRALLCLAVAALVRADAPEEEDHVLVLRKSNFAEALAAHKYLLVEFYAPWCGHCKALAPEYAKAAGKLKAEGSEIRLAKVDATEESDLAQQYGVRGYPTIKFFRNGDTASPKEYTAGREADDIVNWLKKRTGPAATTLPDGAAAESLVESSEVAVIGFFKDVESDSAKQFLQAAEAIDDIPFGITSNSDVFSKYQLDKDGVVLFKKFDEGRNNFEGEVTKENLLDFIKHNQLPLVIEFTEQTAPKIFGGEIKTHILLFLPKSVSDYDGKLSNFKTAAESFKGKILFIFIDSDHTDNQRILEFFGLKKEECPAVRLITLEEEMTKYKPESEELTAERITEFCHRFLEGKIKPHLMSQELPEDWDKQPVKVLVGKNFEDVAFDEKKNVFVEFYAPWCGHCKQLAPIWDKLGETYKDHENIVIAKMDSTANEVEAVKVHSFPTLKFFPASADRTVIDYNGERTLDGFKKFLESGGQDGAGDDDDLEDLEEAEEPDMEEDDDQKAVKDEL
CaV13 ICDI inh = Disruptors of the CACNA1D IQ motif to Ca2+-dependent inactivation inhibitor domain association, primary screening, Förster resonance energy transfer in intact living …; inhibition, % at 12.3 µM; HEK cells, CFP/YFP FRET ICDI-IQ, plate reader, 10 min; percent FRET-ratio fall versus neutral wells; AID 743397; 0.098% of 340,000 active;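 active = mean replicate inhibition of at least 30% and at least 1% of replicates passing that level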;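 also: 0% = median of the neutral control wells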
NR2E3 ag-1 = agonists of human NR2E3 nuclear receptor; AID 602229; 0.35% of 360,000 active; CHO-S Gal4-NCOR/VP16-NR2E3 two-hybrid, luciferase; inhibition of corepressor binding, % at 3.98 µM; Q9Y5X4;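 active = inhibition above the mean of all tested compounds plus 3 SD, cut at about 70% in these data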;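 also: 0% = DMSO with NR2E3 transfected cells and 100% = cells lacking NR2E3 construct; higher means lower luciferase signal from less NR2E3 corepressor binding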
Target sequence (Q9Y5X4 whole entry, looked up, the tested form may be a part): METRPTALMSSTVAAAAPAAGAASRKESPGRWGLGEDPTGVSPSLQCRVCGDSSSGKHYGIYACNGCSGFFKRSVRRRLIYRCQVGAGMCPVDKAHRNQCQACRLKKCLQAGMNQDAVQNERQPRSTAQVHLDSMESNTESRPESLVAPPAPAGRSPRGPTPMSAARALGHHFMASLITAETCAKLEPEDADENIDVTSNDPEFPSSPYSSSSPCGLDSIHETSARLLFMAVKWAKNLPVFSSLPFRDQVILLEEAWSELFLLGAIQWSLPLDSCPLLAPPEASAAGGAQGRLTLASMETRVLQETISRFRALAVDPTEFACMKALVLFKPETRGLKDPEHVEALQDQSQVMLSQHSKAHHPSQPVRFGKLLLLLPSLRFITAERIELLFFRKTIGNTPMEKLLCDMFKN
iPSC survival up = enhancers of human iPSC single-cell survival | hiPSC single-cell survival, ATPlite luminescence; 100% = ROCK inhibitor wells, 0% = DMSO | survival enhancement, % at 20 µM | 0.044% of 360,000 active; in the data active = survival enhancement above about 18%;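 also: cells exposed to compounds for 16 hours before the ATP read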
NR2E3 ag-2 = activates human photoreceptor nuclear receptor NR2E3 | GST-NR2E3/biotin-RetCOR TR-FRET, 1536-well | inhibition of corepressor binding, % at 4.78 µM | 0.12% of 320,000 active | AID 2300;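 active = percent inhibition above the cutoff of mean plus 3 SD of all tested compounds, set per screening campaign, cut at about 20% in these data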;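 also: 0% = DMSO wells and 100% = biotin wells as full block of FRET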
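Test system: GST-NR2E3 and biotin-RetCOR proteins | Quantity: 1.35 nM GST-tagged NR2E3 final | Medium: Tris pH 7.5 | Also added: 7 nM biotin-RetCOR | Dosing: Compound at 4.8 µM, single dose | Timing: 5 h at 4 °C | Detection: Time-resolved FRET | Read-out basis: Percent inhibition | Benchmarks: Biotin wells as high control, 0.6% DMSO wells as low control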
The depositor's hits bear a star; . = not tested or not shown. Compounds as they come; about 3.5% have a hit in one of these screens.

SMILES	Granule exo inh	HIF-2a inh	Peg3 prom inh	aDG glyco up	TRPM1 prom inh	Vif inh	PDI turbidity	CaV13 ICDI inh	NR2E3 ag-1	iPSC survival up	NR2E3 ag-2
CC1CCCC(C)N1CCCNC(=O)CN1C(=O)COc2ccc(S(=O)(=O)N3CCOCC3)cc21 (stereo unspecified)	-7	8	0	-0.1	9	-5	0	-3	-17	-0.1	-1
Cc1ccc(C=Nc2cccnc2N)cc1	3	-83	-84	0.0	-38	.	4	.	11	-1.4	2
CC1(C(=O)NS(=O)(=O)c2ccc(Cl)cc2)CCN1C(=O)Cc1ccccc1Cl (stereo unspecified)	2	13	-6	0.0	.	-4	10	-4	-7	-2.0	.
CCn1nc(C(=O)OCC(=O)c2ccc3c(c2)OCCO3)c2ccccc2c1=O	0	-5	-9	0.0	-5	4	1	-5	-23	-1.3	2
CN(C[C@H](Cc1ccccc1)N(C[C@@H](CC1CCCCC1)N(CCc1ccccc1)N=O)N=O)N=O	4	2	16	0.2	15	-4	-4	-11	-24	-0.5	-4
COc1nc(C)c2cc(C)oc2n1	2	23	7	0.1	-14	-2	-12	0	1	1.4	2
CCOc1ccc(S(=O)(=O)N2CCC(C(=O)N3CCOCC3)CC2)cc1C	11	9	8	-0.1	13	22	4	-3	-2	1.0	-1
Cc1ccc(-c2nc(Nc3ccc(N4CCOCC4)cc3)c3ccccc3n2)cc1	-5	-11	26	-0.2	15	.	5	-4	-19	-0.5	-2
Cc1cc2c(sc3ccccc32)c(C)n1	6	-18	12	-0.1	1	-6	3	-1	-6	-0.1	4
O=C(O)/C=C/C(=O)NNC(=O)c1ccc(Cl)cc1Cl	-2	7	11	0.0	-2	0	-6	3	-30	-1.4	1
CCCC(=O)Nc1ccc2oc(-c3ccncc3)nc2c1	2	-55	-27	-0.2	-41	11	2	-3	-26	2.5	2
CC(=O)CC(C)=NCCN=C(C)CC(C)=O	0	9	19	-0.3	10	27	11	-4	-5	-1.3	1
COc1ccc([C@H]2CC(=O)C=C(c3ccc(F)cc3OCc3ccccc3)C2)cc1OC	-4	21	46	-0.4	15	-3	10	-10	5	-2.9	2
Cc1ccc(NC(=S)NCCCN2CCOCC2)cc1	-5	19	9	0.0	-17	-3	-4	-3	1	-1.0	2
CCOC(=O)C1=C(CC)OC(N)=C(C#N)C1c1ccc(NC(C)=O)cc1 (stereo unspecified)	0	6	-2	-0.2	1	4	-10	-5	-1	1.1	0
O=C(N/N=C/C=C\c1cccc([N+](=O)[O-])c1)c1ccccn1	8	-100	-63	-0.1	-15	-1	-10	-5	-33	-2.9	-4
CC(=O)N1c2ccc(S(=O)(=O)NCCC(=O)Nc3ccc(F)cc3)cc2CC1C (stereo unspecified)	0	8	5	-0.1	-7	3	-3	-3	-12	0.6	-1
COc1cc(/C=C(/NC(=O)c2ccccc2)C(=O)Nc2ccc(O)cc2)c([N+](=O)[O-])cc1OC	-2	11	8	-0.3	-10	-8	1	-6	-20	0.2	-1
CC(C)C(=O)OCCN=C1NS(=O)(=O)c2ccccc21	-4	16	0	-0.2	-4	20	-2	-5	-8	0.9	-2
Cc1cccn2c(Nc3ccccc3)c(-c3ccccn3)nc12	-3	-9	10	2.7	22	-9	3	5	82*	-0.5	-2
CC(C)C(C(=O)Nc1ccc2c(c1)OCCOCCOCCOCCO2)N1C(=O)c2ccccc2C1=O (stereo unspecified)	-4	3	4	-0.1	10	27	2	-1	1	3.9	0
O=C(NCc1ccccc1Cl)c1ccc2c(=O)n(CCCN3CCCC3=O)c(=S)[nH]c2c1	-2	10	-66	0.0	8	-22	-3	-4	-6	-2.3	1
CCNc1nc(OC)nc(N(OC)S(=O)(=O)c2ccc(C)cc2)n1	-2	19	15	0.1	13	-5	-2	-2	13	0.3	-2
Cc1cc(OCC(O)CN(CCO)CCO)ccc1Cl (stereo unspecified)	2	-7	-3	0.1	-7	8	5	0	-38	-1.1	2
CCOC(=O)/C(C#N)=C/Nc1ccsc1C(C)=O	3	-70	-36	-0.2	-34	0	2	-13	-12	0.7	3
COc1cccc(CN(C)C(=O)c2cccc(S(=O)(=O)Nc3cccc(C)c3)c2)c1OC	-3	10	22	0.1	-7	.	1	-5	-10	0.5	.
COc1ccc(OCC(=O)N2CCOCC2)cc1	-1	4	-3	0.1	-3	4	6	.	-6	-0.6	2
COCCNC(=O)C(=O)Nc1ccc(Cl)cc1C	4	-74	-57	0.0	-23	3	1	.	-23	1.2	-2
Cc1cc(C)c2nc(-c3ccccc3)ccc2c1	1	-273	-305	0.1	.	.	.	-6	-82	-0.1	.
CCCCN1CC(COCc2ccccc2)Oc2cccc(NCc3ccc(OC)cc3)c2S1(=O)=O (stereo unspecified)	22	11	8	0.1	8	.	-1	-6	-8	-0.2	.
OC(c1nc2ccc(F)cc2[nH]1)C(O)c1nc2ccc(F)cc2[nH]1 (stereo unspecified)	2	27	25	0.2	-12	1	-3	-3	2	-0.1	4
COc1cc(OC)cc(C(=O)NNC(=S)NCc2ccco2)c1	1	12	-1	0.1	10	-5	0	-7	-5	0.0	0
COc1cccc(/C=C/C(=O)OCC(=O)c2ccc(Br)cc2)c1	-8	8	10	-0.3	.	-4	1	-6	4	-0.5	.
O=S1(=O)N=C(N2CCN(Cc3ccccc3)CC2)c2ccccc21	2	-2	4	0.7	8	14	-17	.	-10	1.0	-2
CSCCC1NC(=S)N(Cc2ccccc2)C1=O (stereo unspecified)	-11	21	13	0.0	-4	-4	5	-2	8	-0.6	-1
COc1ccc(Nc2nc(N)nc(CN3CCC(Cc4ccccc4)CC3)n2)cc1	5	11	30	0.5	11	6	.	-6	-6	4.6	4
CC1=CC(=O)C(C(C)=Nc2ccccc2[N+](=O)[O-])C(=O)O1 (stereo unspecified)	8	11	11	0.0	-4	10	-5	-7	-18	3.6	.
CCC/C(=C1/c2ccccc2C(=O)N1c1ccccc1)c1ccc2c(c1)OCCO2	-4	-10	0	-0.3	36	-2	-7	-10	-50	1.7	1
COc1cccc(CNC(=O)c2nnn(CC(=O)Nc3ccc(Br)cc3)c2N)c1	-1	16	19	-0.2	13	3	9	-15	-8	0.1	-2
CCOC(=O)CSC1=C(C#N)C(=O)NC(c2ccc(OC)cc2)S1 (stereo unspecified)	0	1	2	-0.2	0	3	-5	-3	-32	-2.0	2
OC[C@H]1NC[C@@H](O)[C@@H]1O	-2	11	-5	-0.1	3	-1	-5	-5	-7	-0.2	1
Cc1ccc(C)c(C(=O)NC(C)CCc2ccccc2)c1 (stereo unspecified)	0	4	17	-0.4	2	2	0	-5	18	-0.2	3
CN1CCN(c2ccc(S(=O)(=O)N3CCCCC3)cc2NC(=O)COc2cccc(Cl)c2)CC1	13	2	14	0.0	-2	-4	6	-5	-5	2.2	1
COc1cc(NC(=O)Cn2cnc(S(=O)(=O)N3CCC(C)CC3)c2)cc(OC)c1OC	-2	4	12	0.1	2	5	-3	-2	-32	1.0	3
CN(C)S(=O)(=O)c1cccc(NC(=O)COc2cccc(C#N)c2)c1	-3	-20	-13	-0.5	-8	-5	-2	-4	-20	-2.1	0
CC1CCCC(C)N1C(=O)COC(=O)CSc1ccc(C(N)=O)cc1[N+](=O)[O-] (stereo unspecified)	-7	-2	-7	0.1	-8	-3	-5	-1	-2	0.3	4
CCc1nn(C(C)C(=O)NCCN2CCN(c3cccc(C)c3C)CC2)c(=O)c2cc3occc3n12 (stereo unspecified)	7	19	24	1.1	16	.	16	.	13	-2.3	2
O=C1Nc2ccccc2N(O)N1c1cc(-c2ccc(Cl)cc2)[nH]n1	0	1	13	-0.6	3	4	-3	-4	-26	-1.2	2
CC(=O)N1N=C(c2cccc(Cl)c2)OC1c1cccc([N+](=O)[O-])c1 (stereo unspecified)	1	3	18	0.1	0	3	2	-4	-2	0.8	3
NC(=O)c1cccc(-c2cnc3c(Nc4cccc(OC(F)(F)C(F)F)c4)nccn23)c1	4	-242	-117	0.0	.	-25	1	-5	-50	-1.1	.
O=C(CNC(=O)C1CCCCC1)Nc1ccc(Cl)cc1	-2	-101	-73	-0.2	-16	-1	3	-3	-26	-0.6	1
COc1ccc(N2CCN(CCCNC(=O)Nc3ccccc3)CC2)cc1	0	2	2	-0.1	-6	17	-2	-4	-11	-0.4	2
Cc1cc(/C=C(\C#N)C(=O)NCc2cccs2)c(C)n1-c1ccccc1F	-1	-218	-250	-0.4	-65	-2	1	-6	-133	-2.9	4
Cc1ccc(C2(C)NC(=O)N(CC(=O)Nc3nc(-c4ccccn4)cs3)C2=O)cc1 (stereo unspecified)	5	-16	7	1.0	25	2	-1	-16	21	-0.3	-3
CC(=O)c1ccc(NC(=O)NC2CC(=O)N(c3ccc4c(c3)OCCO4)C2)cc1 (stereo unspecified)	1	-4	-25	0.0	-8	1	-7	-1	-20	-0.5	3
NC(=O)c1ccc(/C=N/O)[n+](Cc2ccccc2)c1	-7	14	13	0.1	1	0	-1	4	13	-0.1	2
CCCCSc1nnc(-c2ccc(OC)cc2)n1C	-3	-141	-114	0.2	-38	13	-41	-4	-28	-2.6	-1
CCC1CCc2[nH]nc(C(=O)O)c2C1 (stereo unspecified)	-1	2	-3	-0.1	-3	-3	-1	-11	5	3.8	1
N#Cc1ccccc1Sc1ccccc1C(=O)OCC(N)=O	1	13	0	-0.2	10	-1	3	7	-41	-0.5	-1
CCOC(=O)N1CCN(c2ncnc3c2cnn3-c2ccc(OC)cc2)CC1	8	-86	-35	0.3	-22	-13	8	-5	-11	1.4	.
CC1CN(S(=O)(=O)c2cccc(C(=O)NCc3ccc4c(c3)OCO4)c2)CC(C)O1 (stereo unspecified)	1	22	29	0.2	-1	.	-4	-3	17	-0.2	3
CC(C)c1cccc(-c2csc(C(C)(O)c3ccccc3)n2)c1 (stereo unspecified)	8	-30	3	0.0	.	-8	-20	-10	-12	-1.4	.

Profiles from above. Order of values: Granule exo inh	HIF-2a inh	Peg3 prom inh	aDG glyco up	TRPM1 prom inh	Vif inh	PDI turbidity	CaV13 ICDI inh	NR2E3 ag-1	iPSC survival up	NR2E3 ag-2
Cc1ccc(C2(C)NC(=O)N(CC(=O)Nc3nc(-c4ccccn4)cs3)C2=O)cc1 (stereo unspecified) is entered as 5	-16	7	1.0	25	2	-1	-16	21	-0.3	-3
CC(=O)c1ccc(NC(=O)NC2CC(=O)N(c3ccc4c(c3)OCCO4)C2)cc1 (stereo unspecified) is entered as 1	-4	-25	0.0	-8	1	-7	-1	-20	-0.5	3
N#Cc1ccccc1Sc1ccccc1C(=O)OCC(N)=O is entered as 1	13	0	-0.2	10	-1	3	7	-41	-0.5	-1
COc1ccc(N2CCN(CCCNC(=O)Nc3ccccc3)CC2)cc1 is entered as 0	2	2	-0.1	-6	17	-2	-4	-11	-0.4	2
